PPARg SRC-1 ag: PPARgamma agonists recruiting SRC-1 coactivator, primary screen, biochemical | AID 631, 2007 | PPARgamma-SRC-1 coactivator recruitment biochemical assay | hit rate 0.41% among 200,000 | activation, % at 8 µM | Peroxisome proliferator-activated receptor gamma (Homo sapiens), P37231; in the data active = activation above about 19%;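 also: 0% = DMSO and 100% = reference agonist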
PPARg SRC3 recr: PPARgamma agonists recruiting SRC-3 coactivator, primary screen, biochemical | Peroxisome proliferator-activated receptor gamma (Homo sapiens), P37231 | biochemical PPARgamma/SRC-3 coactivator recruitment assay | activation, % at 8 µM | hit rate 0.26% among 200,000 | AID 731, 2007; in the data active = activation above about 23%;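 also: 0% = DMSO and 100% = reference agonist; some compounds past the cut are filed as inactive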
PPARg SRC2 recr: agonists of PPARg-SRC-2 recruitment, primary screen, biochemical, HTS | hit rate 0.34% among 200,000 | activation, % at 8 µM | PPARgamma LBD-SRC-2 recruitment; in the data active = activation above about 22%;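 also: 0% = vehicle and 100% = reference agonist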
bIAP activator: bovine intestinal alkaline phosphatase activators, primary screen, biochemical, bovine IAP, CDP-star luminescence. alkaline phosphatase, intestinal [Bos taurus]. purified bovine IAP, 30 min; active compounds read high; fold of DMSO-control signal, blank-subtracted. activation factor at 20 µM. hit rate 0.17% among 200,000;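 active = activation factor of 2 or more at 20 µM, a signal rise over negative controls twice the positive control's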
S1P3 antag: S1P3 receptor antagonists, primary screen, cell-based; hit rate 0.27% among 170,000; AID 485, 2006; inhibition, % at 4.98 µM; CHO S1P3 NFAT-BLA reporter, FRET fluorescence, antagonist mode; Sphingosine 1-phosphate receptor 3 (Homo sapiens), Q99500;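 active = inhibition above the plate cutoff, the mean inhibition of test wells on that plate plus 3 SD, cut at about 28% in these data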;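 also: cells challenged with S1P at its EC80 of 0.8 µM; blue over green emission ratio from cleaved BLA substrate after 4 h stimulation; 0% = S1P-stimulated wells and 100% = unstimulated DMSO-only wells; some compounds past the cut are filed as inactive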
bIAP inhibitor: bovine intestinal alkaline phosphatase inhibitors, primary screen, selectivity assay for TNAP inhibitor project, biochemical, bovine IAP, CDP-star luminescence | 190,000 tested, under 10 active | purified bovine IAP, 30 min | alkaline phosphatase, intestinal [Bos taurus] | AID 1019, 2008 | inhibition, % at 20 µM;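 active = over 50% inhibition of intestinal alkaline phosphatase at 20 µM in the single-dose screen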
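Incubation: 30 min reaction at room temperature / Material: purified bovine intestinal alkaline phosphatase (IAP) enzyme / Input: enzyme at 1/65,000,000 dilution / Dosing: 20 µM single dose / Signal: CDP-star luminescence signal / Reagent: CDP-star chemiluminescent phosphatase substrate, 30 µM final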
ROMK primary: ROMK potassium channel modulators, primary screen, cell-based, thallium flux, MLSMR library | ATP-sensitive inward rectifier potassium channel 1 (Homo sapiens), P48048 | Tet-inducible ROMK, thallium flux fluorescence; actives lie on both sides | B-score at 10 µM | hit rate 2% among 130,000 | AID 1918, 2009;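 active = signal ratio slope over the read window, or its plate-corrected B-score, at least 3 SD from the plate mean, either direction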;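 also: B-score of the F/F0 ratio slope over 7 to 12 s after thallium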
DTT redox prof: compounds producing H2O2 with reducing agent – biochemical, NIH compound library profiling, artefact control for MLSCN library redox annotation, primary screen; activation, % at 10 µM; DTT-dependent redox cycling H2O2, phenol red/HRP absorbance; 100% = 100 µM peroxide control, 0% = buffer; hit rate 0.03% among 200,000; AID 878, 2007;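 active = activation of at least 50% relative to the plate's high and low controls in the primary single-dose screen; inactive = activation below 50%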;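 also: compound incubated with DTT at 0.8 mM final as the reducing agent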
SRC2 TRFRET art: TR-FRET signal artefacts, primary screen, artefact control for PPARgamma SRC-2 agonist project, biochemical. TR-FRET ratio at 8 µM. TR-FRET artefact counter-screen; active compounds read high. hit rate 0.4% among 200,000; in the data active = TR-FRET ratio above about 2000; also: inactives centre near 1500
TLR4 MyD88 comp: inhibitors of TLR4-MyD88 association in cells, primary screen, cell-based, HeLa CL3-4, BLA complementation, FRET ratio; AID 861, 2007; hit rate 0.18% among 200,000; inhibition, % at 8.4 µM; HeLa CL3-4 TLR4/MyD88 BLA complementation; in the data active = inhibition above about 25%;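 also: 0% = vehicle and 100% = reference inhibitor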
Target sequence (O00206 whole entry, looked up): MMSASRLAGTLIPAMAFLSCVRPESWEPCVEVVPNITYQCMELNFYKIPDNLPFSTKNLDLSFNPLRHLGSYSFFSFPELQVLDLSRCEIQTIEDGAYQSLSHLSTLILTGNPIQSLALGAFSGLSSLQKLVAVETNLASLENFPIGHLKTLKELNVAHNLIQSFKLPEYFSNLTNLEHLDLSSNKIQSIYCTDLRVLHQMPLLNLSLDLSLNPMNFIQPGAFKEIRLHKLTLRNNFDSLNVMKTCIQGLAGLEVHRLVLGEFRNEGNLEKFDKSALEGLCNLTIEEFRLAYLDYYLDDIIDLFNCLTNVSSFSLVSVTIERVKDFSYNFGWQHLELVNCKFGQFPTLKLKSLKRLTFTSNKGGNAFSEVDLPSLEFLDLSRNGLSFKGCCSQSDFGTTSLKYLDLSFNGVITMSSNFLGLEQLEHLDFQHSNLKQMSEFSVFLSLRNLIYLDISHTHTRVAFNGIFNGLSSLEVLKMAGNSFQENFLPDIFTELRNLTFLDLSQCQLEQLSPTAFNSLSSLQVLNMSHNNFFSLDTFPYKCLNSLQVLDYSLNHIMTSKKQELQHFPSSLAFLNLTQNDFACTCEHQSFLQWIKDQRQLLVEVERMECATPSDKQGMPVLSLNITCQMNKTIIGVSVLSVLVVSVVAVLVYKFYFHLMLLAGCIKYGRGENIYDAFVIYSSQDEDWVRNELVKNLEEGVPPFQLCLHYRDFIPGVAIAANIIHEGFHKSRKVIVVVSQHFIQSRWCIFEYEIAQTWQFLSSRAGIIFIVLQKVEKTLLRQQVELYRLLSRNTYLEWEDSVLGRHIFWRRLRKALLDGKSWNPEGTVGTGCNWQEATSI
Target sequence (Q99836 whole entry, looked up): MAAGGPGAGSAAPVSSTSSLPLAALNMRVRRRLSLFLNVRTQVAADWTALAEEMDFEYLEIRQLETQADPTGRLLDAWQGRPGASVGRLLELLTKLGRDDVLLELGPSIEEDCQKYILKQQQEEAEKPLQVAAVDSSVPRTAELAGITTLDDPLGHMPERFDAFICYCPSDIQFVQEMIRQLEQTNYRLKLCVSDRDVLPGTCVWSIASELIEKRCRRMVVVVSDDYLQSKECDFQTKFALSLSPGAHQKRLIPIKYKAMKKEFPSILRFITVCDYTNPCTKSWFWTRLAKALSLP
L major viab: Leishmania major promastigote growth inhibition, primary screen | hit rate 9% among 200,000 | AID 1063, 2008 | inhibition, % at 10 µM | Leishmania major promastigotes, resazurin fluorescence viability; in the data active = inhibition above about 50%;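 also: promastigotes grown with compound for 44 hours at 28 °C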
The depositor's hits bear a star; · = no result given. No enrichment for hits, and some 11% of all compounds hit somewhere here.

nr	Structure	PPARg SRC-1 ag	PPARg SRC3 recr	PPARg SRC2 recr	bIAP activator	S1P3 antag	bIAP inhibitor	ROMK primary	DTT redox prof	SRC2 TRFRET art	TLR4 MyD88 comp	L major viab
1	c1ccc2c3nnc4n(c-3nc2c1)CCCS4	-2	7	10	0.9	-4	8	·	-0.2	1567	-12	0
2	O=C(Nc1nccs1)C1CCCN1S(=O)(=O)c1ccc(F)cc1 (stereo not given)	6	-2	4	0.9	-9	12	·	0.2	1532	-2	-5
3	COc1cccc2c(=O)n(CC(=O)Nc3ccccc3F)ccc12	-1	5	-5	0.9	·	11	·	-1.2	1628	-7	-9
4	COc1ccc(OCCCC(=O)Nc2cc([N+](=O)[O-])ccc2C)cc1	-10	9	-9	1	·	1	0.4	-4.3	1481	8	20
5	CC(C)c1nnc(NC(=O)Cc2ccc(Br)cc2)s1	3	5	7	0.9	0	12	0.65	-0.5	1555	5	-10
6	O=C1/C(=C/c2cccnc2)SC(=S)N1c1ccc(F)cc1	8	5	9	1	-6	2	1.2	0.2	1615	-18	28
7	COc1ccc(OC)c(/C=N\NC(=O)CSc2nnc(CCCc3ccc(OC)c(C)c3)o2)c1	3	7	-1	1	·	-3	-0.53	-0.7	1705	-5	5
8	CC1(C)CC(CCC(=O)NC(=S)Nc2ccccc2Cl)C(=O)O1 (stereo not given)	4	3	7	0.9	-15	7	-0.93	-1.3	1562	-21	-7
9	COC(=O)c1n[nH]nc1-c1ccccc1	3	0	5	1	11	-2	·	-0.2	1498	-7	-9
10	Cn1ccnc1Sc1nc(Nc2cccc(Cl)c2)nc(N2CCOCC2)n1	11	10	9	1.2	8	-16	·	1.2	1504	8	27
11	CCOC(=O)CSCC(=O)Nc1nnc(-c2cccc([N+](=O)[O-])c2)s1	-2	1	9	0.9	-13	13	-0.5	0.8	1458	1	-6
12	O=C(CCS(=O)(=O)Cc1ccccc1)NCCc1ccccc1	-6	-1	-4	1	-1	0	0.72	-1.9	1442	-3	0
13	COc1cc(OC)c(NC(=S)Nc2cccc(C(C)=O)c2)cc1Cl	-4	2	0	0.9	·	12	·	2.5	1625	-3	0
14	COc1ccc(NC(=O)CSc2nnc(-c3ccncc3)n2CC2CCCO2)c(OC)c1 (stereo not given)	3	-1	5	0.9	-23	6	0.42	0.2	1590	-9	-6
15	COCCOc1ccc(C(F)(F)F)cc1NC(=O)c1ccccc1	4	0	-1	0.9	-8	7	·	1.0	1640	-2	-7
16	COc1ccc(OC)c(NC(=O)c2ccc(CN3CCOCC3)cc2)c1	4	-1	0	1.1	-17	-7	·	-0.7	1647	4	-4
17	O=C(O)CCSCC(=O)Nc1c(C(=O)C2CC2)oc2ccccc12	3	-4	1	0.9	-1	11	0.74	2.7	1355	-6	4
18	COc1cc2c(cc1OC)C1(Nc3c-2c(C)nn3-c2ccccc2)C(=O)Nc2ccccc21 (stereo not given)	2	10	5	1	·	-5	-0.33	-0.7	1676	-13	16
19	O=C(NC1CCCc2ccccc21)C1CCN(S(=O)(=O)c2cnc[nH]2)CC1 (stereo not given)	4	0	6	1.2	-45	-24	1.1	-0.9	1578	6	-2
20	COC(=O)Cn1c(C)c(C#N)c2ccccc21	0	6	-1	1.1	·	-13	·	0.5	1514	0	-2
21	CN(CC(=O)Nc1ccc(F)cc1[N+](=O)[O-])Cc1ccccc1	-4	0	-1	1.1	-5	-8	0.15	-0.1	1420	-2	7
22	CC(=O)O[C@@H]1[C@H](OC(=O)CC(C)C)c2c(ccc3ccc(=O)oc23)OC1(C)C	5	4	-1	0.6	-6	44	-1.3	0.0	1544	-2	0
23	O=C(CCC(=O)c1cccs1)OCC(=O)c1ccc(Cl)s1	8	0	9	1	-8	1	-0.32	-0.9	1480	4	-10
24	NC(=O)NOCc1ccccc1	-7	2	6	1.1	-3	-9	0.52	-2.0	1421	-12	1
25	CCC(C)/C(C)=N/Nc1ccc(S(N)(=O)=O)cc1[N+](=O)[O-] (stereo not given)	-4	6	-1	0.7	-13	34	0.18	-3.2	1620	-9	4

More structures follow.
nr	Structure	PPARg SRC-1 ag	PPARg SRC3 recr	PPARg SRC2 recr	bIAP activator	S1P3 antag	bIAP inhibitor	ROMK primary	DTT redox prof	SRC2 TRFRET art	TLR4 MyD88 comp	L major viab
26	Oc1ccc(CNc2ccccc2O)cc1	5	6	7	0.9	·	11	1.2	-0.1	1674	-8	99*
27	Cc1cccc(NC(=O)c2sc(C)nc2C)c1	3	-3	4	0.8	·	15	0.25	-0.1	1637	5	-4
28	O=C(NNC(=O)c1sc2ccccc2c1Cl)Nc1ccc(Cl)cc1	-3	14	12	0.9	·	8	·	-5.6	1521	9	-7
29	COc1ccc(N=C2SC(CC(=O)Nc3ccc(F)cc3)C(=O)N2Cc2ccco2)cc1 (stereo not given)	5	1	-3	0.9	10	11	·	0.5	1414	-6	21
30	Cc1nnc2n1N=CC=C(c1ccccc1)S2	5	4	-4	0.8	-6	18	·	-0.5	1704	-1	2
31	CC(C)C(NC(=O)c1cccnc1)C(=O)O (stereo not given)	-1	-3	1	1	-5	-1	0.15	-0.5	1617	10	-8
32	O=C(CC1SC(=Nc2ccccc2)N(CCCCO)C1=O)NCc1ccccc1 (stereo not given)	1	-5	-2	1	-10	3	·	1.7	1430	-9	-1
33	C/C(=N/NC(=O)c1ccncc1)c1cc2ccc(O)cc2oc1=O	2	4	8	0.8	-31	20	·	0.4	1498	-38	-4
34	CCOC(=O)N1CCC(c2cc(=O)n(-c3ccccc3)[nH]2)CC1	11	4	8	1	8	4	1.3	11	1663	6	-8
35	Cc1ccc(S(=O)(=O)N2CCC(C(=O)Nc3nnc(COc4ccccc4)s3)CC2)cc1	12	10	1	1	18	-2	·	2.6	1525	6	2
36	CC(C)(C)c1ccc(S(=O)(=O)NCc2ccc(C(=O)N3CCCC3)cc2)cc1	6	6	0	1	·	3	0.0082	0.1	1520	16	-8
37	O=C(CSc1nc2c(c(C(F)(F)F)n1)CCc1ccccc1-2)NCc1ccc(F)cc1	3	0	7	0.9	·	15	0.69	3.1	1588	1	-3
38	CCOC(=O)CSc1nnc(-c2c[nH]c3ccccc23)n1CC	2	5	11	1	0	-5	·	-0.8	1677	5	-7
39	Cc1cc(C(=O)COC(=O)c2ccc(O)cc2)c(C)n1CCc1ccc(F)cc1	2	2	13	1.1	-4	-8	0.52	-0.2	1405	4	2
40	O=C(C1CC1)N1CCN(c2ccnc3cc(Cl)ccc23)CC1	-3	-1	5	1	-2	5	·	-0.4	1630	7	12
41	CCOc1cc(/C=N\NC(=O)c2ccc(NC(=O)CC)cc2)ccc1OC(=O)c1ccccc1	3	8	7	0.9	·	8	·	2.8	1572	4	-4
42	O=S(=O)([O-])CCC[n+]1c(/C=C\Nc2ccccc2)oc2ccc(-c3ccccc3)cc21	-5	-2	1	1	8	0	-0.35	-0.4	1406	7	-1
43	CCCCCOC(=O)CSc1nc2c(c(=O)[nH]c(=O)n2C)n1Cc1ccc(Cl)cc1	1	12	7	1	-40	1	·	-0.4	1545	-15	-7
44	CCOC(=O)c1sc(NC(=O)C2CCCO2)c(C(=O)OC)c1C (stereo not given)	-2	6	2	·	-10	·	·	2.2	1445	0	-3
45	COc1ccc(C(=O)Oc2cccc(/C=N/NC(N)=S)c2)cc1	9	1	-3	0.7	-12	29	1.1	0.2	1593	-19	24
46	Cc1ccc(-n2c(C)csc2=N)cc1	3	-9	4	0.9	·	10	-0.96	-0.2	1567	0	0
47	COc1ccc(C2CC(c3cccs3)=Nc3ccccc3S2)cc1 (stereo not given)	9	1	5	1.1	·	-8	-0.79	1.3	1734	2	64*
48	CN(C)c1ccc(C(=O)Nc2nc3c(s2)CCCC3)cc1	7	5	3	0.9	90*	10	·	-0.5	1643	-5	98*
49	COC(=O)CN1C(=O)S/C(=C/c2ccc(N3CCCCC3)o2)C1=O	3	1	6	1	·	3	·	1.1	1656	13	4
50	Oc1ccc(N=Nc2nc(-c3ccccc3)c(-c3ccccc3)[nH]2)cc1	-4	-2	3	0.9	3	13	·	-0.2	1560	7	96*
51	CCOc1ccccc1NC(=O)CSc1nnnn1-c1ccc(C(=O)OC)cc1	4	3	-1	0.9	-31	7	·	0.5	1533	6	-3
52	CCC(=NCCc1ccc(OC)c(OC)c1)C1=C(O)CC(C)(C)CC1=O	-3	-2	-5	1	-4	-2	0.76	-0.6	1452	4	1
53	NC(=O)N/N=C/c1ccc(-c2cccc(C(F)(F)F)c2)o1	9	7	2	1.1	6	-6	0.055	-0.2	1606	-2	-2

Look-ups from the entries so far.
compound 53 in bIAP activator is entered as 1.1
compound 35 in S1P3 antag is entered as 18

High-throughput results: PubChem BioAssay, several laboratories
